RNase H inhibition – RNase H inhibition, HIV 1 Gag Pol polyprotein, FRET biochemical assay, screening (AID 372) | HIV-1 RT RNase H, FRET RNA/DNA substrate fluorescence; higher % means a stronger effect | one-dose inhibition, % at 10 µM; IC50 in µM for titrated hits | actives 0.77% (n = 100,000); in the data active = inhibition above about 50%
* marks the source's active call; other numbers are inactive results.

item	smiles	RNase H inhibition
1	CCN(C(=O)CN1C(=O)c2ccccc2C1=O)c1ccccc1C	0%
2	CCOC(=O)c1ccc(Nc2nc3nonc3n3cnnc23)cc1	6%
3	COc1ccc(-c2cc(C(F)(F)F)n3nc(C(N)=O)c(Cl)c3n2)cc1OC	12%
4	COc1ccc(C(=O)NCCN(C)C)cc1OC	0%
5	CCOc1cc(OCC)cc(C(=O)Nc2cc(C)ccn2)c1	7%
6	CCOC(=O)c1ccc(NC(=S)NC(NC(=O)CC)C(Cl)(Cl)Cl)cc1 (stereo not drawn)	13%
7	O=C(c1ccc(Cl)cc1)N1CCN(c2cccc(Cl)c2)CC1	9%
8	COc1ccc(/C=N\OCC(=O)Nc2oc(-c3ccccc3)c(-c3ccccc3)c2C#N)cc1	11%
9	O=[N+]([O-])c1ccc(-c2csc3[n+]2CCS3)cc1	7%
10	CCOC(=O)/C(C#N)=N/Nc1cc(Cl)c([N+](=O)[O-])cc1Cl	13%
11	O=C(COc1ccccc1)Nc1cccc(NC(=O)c2ccccc2)c1	8%
12	COC(=O)C1=C(N)OC2=C(C(=O)CC(C)(C)C2)C1c1cccc(C)c1 (stereo not drawn)	16%

Copied from the entries so far, two compounds:
item	smiles	RNase H inhibition
11	O=C(COc1ccccc1)Nc1cccc(NC(=O)c2ccccc2)c1	8%
12	COC(=O)C1=C(N)OC2=C(C(=O)CC(C)(C)C2)C1c1cccc(C)c1 (stereo not drawn)	16%

New compounds follow:
item	smiles	RNase H inhibition
13	CCC(C)OC(=O)C1=C(C)NC(=O)NC1c1ccccc1F (stereo not drawn)	7%
14	O=C(c1ccc(F)cc1)N1CCN(c2ccc([N+](=O)[O-])c(N3CCCCC3)c2)CC1	15%
15	Cc1cc(/C=C2/C(=O)NC(=O)N(Cc3ccco3)C2=O)c(C)n1C1CCCCC1	16%
16	CC(CCCC(C)(C)O)NC1C2CC3CC(C2)CC1C3 (stereo not drawn)	0%
17	Cc1ccc(-n2c(C)cc(C)nc2=O)cc1	9%
18	N#C/C(=C/c1ccc(N2CCCCC2)o1)C(=O)Nc1ccc(Cl)cc1	8%
19	Cc1c(NC(=O)c2cccc(Cl)c2Cl)cccc1-c1nc2ccccc2s1	9%
20	Cc1ccc(-c2nc3cc(NC(=S)NC(=O)c4cccc(C)c4)ccc3o2)cc1	19%
21	CCOC(=O)C1=C(N)Oc2cc(O)ccc2C1c1ccc(C)cc1 (stereo not drawn)	27%
22	O=C(CCc1ccccc1)Nc1ccccn1	0%
23	O=C(Cc1nnc(NC(=O)Nc2cccc(Cl)c2)s1)Nc1ccccc1	10%
24	Cc1ccc(NC(=S)NC(=O)c2ccccc2Br)c(O)c1	4%
25	Cc1ccc(NC(=O)c2cc(Br)ccc2I)cc1C	13%
26	CN(/N=C\c1ccco1)c1nc(-c2ccccc2)cc(-c2ccccc2)n1	29%
27	COC1=C(c2ccccc2)C(=O)c2ccccc2C1=O	3%
28	COc1cccc(C(=O)Nc2ccccc2C(C)C)c1	0%
29	CC(=O)c1ccc(-n2c(C)ccc2C)cc1	0%
30	COc1ccc(/C=C2/C(=O)N(c3cccc(C(F)(F)F)c3)N=C2C)cc1OC	0%
31	N/C(Cc1ccc([N+](=O)[O-])cc1)=N\OC(=O)COc1cccc2ccccc12	24%
32	Cc1c(C(=O)Nc2ccc(C(=O)O)cc2)cccc1[N+](=O)[O-]	7%
33	CCOc1ccc(N(CC(=O)NCC(C)C)S(C)(=O)=O)cc1	9%
34	CCOC(=O)c1sc(NC(=S)NC(=O)c2ccc(F)cc2)nc1C	5%
35	COc1cc(C=NN2C(=O)C3C4C=CC(C5CC45)C3C2=O)cc(Br)c1O (stereo not drawn)	5%
36	COc1ccc(/C=C2\SC(=O)N(CC(=O)O)C2=O)cc1OC	5%
37	CC1=C(C)CC(C(=O)Nc2ccc(Br)cc2)C(C(=O)O)C1 (stereo not drawn)	8%
38	COc1ccc(C(=O)NC(=S)Nc2cc([N+](=O)[O-])ccc2Cl)cc1Br	43%
39	O=C1NN(c2ccc(Br)cc2)C(=O)/C1=C\C=C\c1ccccc1	0%
40	Cc1onc(-c2ccccc2)c1C(=O)NCc1ccc(Cl)c(Cl)c1	2%
41	COc1ccc(N(C(C)C(=O)N/N=C/c2cc(Br)c(C)o2)S(C)(=O)=O)cc1 (stereo not drawn)	15%
42	NS(=O)(=O)c1cccc(NC(=O)/C=C/c2cccc([N+](=O)[O-])c2)c1	6%
43	Cc1cccc(-c2n[nH]c(=S)n2-c2ccccc2)c1[N+](=O)[O-]	4%
44	Oc1ccccc1-c1nc(-c2ccccc2O)n(-c2ccccc2)n1	15%
45	COc1ccc(/C=C2\C(=O)NC(=O)N(c3ccccc3)C2=O)cc1OC	11%
46	O=C(O)/C=C\C(=O)Nc1ccc(Cl)c(NC(=O)c2cccs2)c1	11%
47	CC(=O)c1ccc(NC(=O)c2cccnc2)cc1	0%
48	COc1ccc(COCC(O)CN2CCN(Cc3ccccc3)CC2)cc1OC (stereo not drawn)	7%
49	CCOC(=O)c1c(NC(=O)c2c(-c3ccccc3)noc2C)sc(C(=O)N(CC)CC)c1C	19%
50	CCCCOc1ccc(Cl)cc1C=C1C(=O)NC(=O)NC1=O	7%
51	CCOc1ccc(C(=O)Nc2ccc3c(c2)C(=O)c2ccccc2C3=O)cc1	8µM*
52	COc1ccc2ccccc2c1C=Nc1ccc(F)cc1	21%
53	CCOC(=O)c1c(C)nc2n(/N=C/c3ccc([N+](=O)[O-])cc3)c3ccccc3n12	6%
54	O=C(Nc1ccccn1)NC1CCCCC1	6%
55	COc1ccc(-c2nc(SCC(=O)c3ccc(Cl)cc3)n[nH]2)cc1	15%
56	CCOC(=O)c1c(NC(=O)/C=C/c2ccc3c(c2)OCO3)sc(C(C)=O)c1C	5%
57	C=CCN1C(=O)C(=O)/C(=C(\O)c2ccc(Br)cc2)C1c1ccc([N+](=O)[O-])cc1 (stereo not drawn)	8%
58	CCOC(=O)C1=C(c2ccccc2)S/C(=C2/C(=S)C(C)(C)Nc3cc(C)ccc32)S1	12%
59	CCCOC(=O)C1=C(C)NC2=C(C(=O)CC(c3ccc(OC)cc3)C2)C1c1ccc([N+](=O)[O-])cc1 (stereo not drawn)	7%
60	O=C(NNc1ccc([N+](=O)[O-])cc1[N+](=O)[O-])c1ccc(O)cc1	11%
61	Cc1ccc(/C=C/C(=O)O)cc1S(=O)(=O)NCC1CCCO1 (stereo not drawn)	0%
62	CC1=NN(c2ccc(C)c(C)c2)C(=O)/C1=C\c1c(C)[nH]n(-c2ccc(C)cc2C)c1=O	4%
63	CC(=O)Nc1ccc(C(=O)N2CCN(c3ccccc3)CC2)cc1	4%
64	COc1ccc(C(=O)Nc2cccc(O)c2)cc1OC	0%
65	CCOC(=O)C1=C(C)N=c2s/c(=C/c3cc(Br)ccc3OC)c(=O)n2C1c1cccs1 (stereo not drawn)	7%
66	Cc1cccc(C=Nc2ccccc2O)c1O	11%
67	CCOC(=O)c1sc(NC(=O)c2ccc(Br)o2)c(C(N)=O)c1C	0%
68	COc1ccccc1CN1CCN(C(=O)c2cccs2)CC1	0%
69	CC(C)c1ccc(/C=C/C(=O)Nc2nc(-c3ccc(F)cc3)cs2)cc1	2%
70	O=[N+]([O-])c1ccc(NCCNC(=S)Nc2ccc(Cl)cc2)nc1	29%
71	Cn1c2c(c(=O)[nH]c1=O)C(c1ccccc1)C1=C(N2)c2ccccc2C1=O (stereo not drawn)	18%
72	C=C(C)Cn1c(SCC(=O)NN)nc2ccccc2c1=O	22%

Continued:
item	smiles	RNase H inhibition
73	C(=C\c1ccccc1)/C=N/Nc1nnc2c(n1)[nH]c1ccccc12	5%
74	COc1ccc(OC)c(NC(=O)c2cc(-c3ccc(Br)cc3)nc3ccccc23)c1	16%
75	COc1ccc(C(=O)Nc2cc(C(F)(F)F)cc(C(F)(F)F)c2)cc1Cl	3%
76	CCOc1ccccc1NC(=O)c1c(NC(=O)c2ccccc2Br)sc2c1CCC(C)C2 (stereo not drawn)	13%
77	O=C(/C=C/c1ccccc1)NC(NC(=S)Nc1cccc(Cl)c1)C(Cl)(Cl)Cl (stereo not drawn)	3%
78	Cc1cc(C)cc(N2C(=O)C3C(c4ccccc4Cl)OC4(C(=O)c5ccccc5C4=O)C3C2=O)c1 (stereo not drawn)	16%
79	CC(=O)NS(=O)(=O)c1ccc(NC(=O)Nc2ccc(Cl)cc2)cc1	3%
80	Cc1cc(Cl)ccc1OC(=O)c1ccccc1	9%
81	COc1ccc(OCC(=O)N=Nc2c(O)[nH]c3c(Br)cc(Br)cc23)cc1	13%
82	CC(=O)Nc1ccc(NS(=O)(=O)c2ccccc2[N+](=O)[O-])cc1	20%
83	CCOc1ccc(C(=O)/C=C/c2ccc(OC3CSC3)cc2)cc1	4%
84	Clc1ccc2ncnc(-c3ccccc3)c2c1	0%
85	Cc1ncc(-c2ccc(Br)cc2)cn1	3%
86	O=C(Cc1c(O)c2ccccc2[nH]c1=O)NCCc1ccccc1	7%
87	Cc1ccc(N2C(=O)NC(=O)/C(=C\c3ccc(Br)s3)C2=O)cc1	16%
88	COC(=O)c1c(-c2ccc3ccccc3c2)csc1N	12%
89	COc1ccccc1NCC(O)Cn1c2ccccc2c2ccccc21 (stereo not drawn)	26%
90	O=C(Cn1c(=O)sc2ccccc21)OCCF	15%
91	O=C(/C=C/c1ccc2c(c1)OCO2)N1CCCC1	6%
92	S=c1[nH]nc(-c2ccccc2)n1/N=C/c1ccc(-c2ccccc2Cl)o1	15%
93	COc1ccc(Br)cc1/C=N\N1CCN(c2ccc(C)cc2)CC1	0%
94	Cc1c(NC(=O)c2ccc3ccccc3c2)cccc1-c1nc2ncccc2o1	13%
95	COc1ccc(Cl)cc1NC(=O)C1=C(C)NC(=O)NC1c1ccccc1F (stereo not drawn)	3%
96	CC1(C)CNC(=O)c2sc(N)nc2C1	0%

Arranged by molecular weight (low to high): some entries from above.
item	smiles	RNase H inhibition
96	CC1(C)CNC(=O)c2sc(N)nc2C1	0%
84	Clc1ccc2ncnc(-c3ccccc3)c2c1	0%
91	O=C(/C=C/c1ccc2c(c1)OCO2)N1CCCC1	6%
85	Cc1ncc(-c2ccc(Br)cc2)cn1	3%
90	O=C(Cn1c(=O)sc2ccccc21)OCCF	15%
88	COC(=O)c1c(-c2ccc3ccccc3c2)csc1N	12%
82	CC(=O)Nc1ccc(NS(=O)(=O)c2ccccc2[N+](=O)[O-])cc1	20%
89	COc1ccccc1NCC(O)Cn1c2ccccc2c2ccccc21 (stereo not drawn)	26%
79	CC(=O)NS(=O)(=O)c1ccc(NC(=O)Nc2ccc(Cl)cc2)cc1	3%
94	Cc1c(NC(=O)c2ccc3ccccc3c2)cccc1-c1nc2ncccc2o1	13%
92	S=c1[nH]nc(-c2ccccc2)n1/N=C/c1ccc(-c2ccccc2Cl)o1	15%
93	COc1ccc(Br)cc1/C=N\N1CCN(c2ccc(C)cc2)CC1	0%
95	COc1ccc(Cl)cc1NC(=O)C1=C(C)NC(=O)NC1c1ccccc1F (stereo not drawn)	3%
87	Cc1ccc(N2C(=O)NC(=O)/C(=C\c3ccc(Br)s3)C2=O)cc1	16%
81	COc1ccc(OCC(=O)N=Nc2c(O)[nH]c3c(Br)cc(Br)cc23)cc1	13%
78	Cc1cc(C)cc(N2C(=O)C3C(c4ccccc4Cl)OC4(C(=O)c5ccccc5C4=O)C3C2=O)c1 (stereo not drawn)	16%

The results go on:
item	smiles	RNase H inhibition
97	CCOC(=O)c1c(NC(=O)c2ccccc2[N+](=O)[O-])sc2c1CCC(C)C2 (stereo not drawn)	15%
98	C/C(=C\C(=O)c1ccc(Cl)cc1)Nc1cc(Cl)cc(Cl)c1	16%
99	Cc1ccc(S(=O)(=O)N(CC(=O)NCCSc2ccccn2)c2cc(C)cc(C)c2)cc1	29%
100	COc1ccc(C(=O)N2CCN(Cc3ccc([N+](=O)[O-])cc3)CC2)cc1	11%
101	COc1cccc(C(=O)Nc2cccc(-c3nc4cc(C)c(C)cc4o3)c2)c1	9%
102	C=CCNC(=O)C(=O)Nc1cc(C)cc(C)c1	0%
103	O=C(NCC(c1ccccc1)c1ccccc1)Nc1cccc(Cl)c1	6%
104	N#Cc1c(N)nc2c(c1-c1ccc(Cl)cc1)CCCCC2	17%
105	CCCN(CCC)c1ccc(/C=N\NC(=O)C2COc3cc4ccccc4cc3O2)cc1 (stereo not drawn)	13%
106	COc1ccc(COC(=O)C2=C(C)NC3=C(C(=O)CC(C)(C)C3)C2c2ccc(Cl)cc2)cc1 (stereo not drawn)	11%
107	O=S(=O)(c1ccc2c(c1)C(=NO)c1cc(S(=O)(=O)N3CCN(c4ccccn4)CC3)ccc1-2)N1CCN(c2ccccn2)CC1	14%
108	O=C1Nc2ccc(Cl)cc2/C1=N\N1C(=O)c2ccccc2C1=O	12%
109	COc1ccc2c(c1)C1=C(CC2)C(c2ccc(N(C)C)cc2)NC(=S)N1 (stereo not drawn)	15%
110	O=C(c1cc2nc(-c3ccccc3)cc(C(F)(F)F)n2n1)N1CCN(C(c2ccccc2)c2ccccc2)CC1	12%
111	CCOC(=O)c1c(N)sc(C(=O)N2CCCC2)c1C	6%
112	O=C(NN1C(=O)/C(=C/c2cc3c(cc2[N+](=O)[O-])OCO3)SC1=S)c1ccccc1Cl	8%
113	Cc1ccc(CN(C)CCN(C)C)c(C)c1	3%
114	CC(=O)c1ccc(NC(=O)CN2C(=O)C3C4CCC(C4)C3C2=O)cc1 (stereo not drawn)	0%
115	Cc1cc(NC(=O)CSCc2ccccc2C)ccc1Br	27%
116	O=C(NC(=S)Nc1ccccc1C(F)(F)F)c1ccccc1I	12%
117	Cn1c(-c2nc3ccccc3n2C)nc2ccccc21	13%
118	CCCCOC(=O)c1ccc(N=Cc2c(C)[nH]n(-c3ccc(Cl)cc3)c2=O)cc1	6%
119	CCOc1cc(/C=C2\C(=O)NC(=O)N(c3ccc(O)cc3)C2=O)cc(Cl)c1OCc1ccc(Cl)c(Cl)c1	20%

Source: PubChem BioAssay

This is a subset; the hit share may differ from the screen's.
